Screening results deposited in PubChem BioAssay by several laboratories.
PMK inhibit – blocks S. pneumoniae phosphomevalonate kinase; purified PMK, PK/LDH-coupled NADH absorbance 340 nm; inhibition, % at 10 µM; hit rate 0.49% among 65,000;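 active = top-ranked compounds by inhibition in the single 10 µM screen, taking a fixed number of the strongest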;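 also: 0% = full reaction with DMSO carrier and 100% = background rate without enzyme reaction; no value below 0 was filed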
TNAP inhibition – inhibition of tissue-nonspecific alkaline phosphatase – biochemical, luminescent (AID 518); purified TNAP enzyme, luminescent substrate readout; higher % means a stronger effect; inhibition, % at 20 µM; hits with a dose series show IC50 in µM; hit rate 0.09% among 64,000; in the data active = a potency from the dose series; inactive = the rest, 99 in 100 with inhibition below about 22%;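 also: plate controls were vehicle for no effect and reference inhibitor for full effect; many of its hits are not listed in these tables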
HPDE-C7 viability – cytotoxicity in HPDE-C7 cells, cell-based, fluorescence, HTS (AID 430). cytotoxicity, % at 10 µM, or EC50 in µM where a hit was titrated. HPDE-C7 pancreatic duct cells viability, fluorescence; higher % means a stronger effect. hit rate 1.8% among 63,000;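 also: cells exposed to compound for 48 hours before viability readout; 0% = vehicle and 100% = reference cytotoxic drug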
DPM-DC inhibit – S. pneumoniae DPM-DC inhibition; purified DPM-DC, PK/LDH coupled NADH fluorescence; calls only at 10 µM; hit rate 0.49% among 65,000; AID 556;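 active = the 320 compounds with the highest percent inhibition in the single-dose primary screen, excluding strongly autofluorescent ones, cut at about 32% in these data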;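 also: kinetic rate of NADH fluorescence loss reporting ADP formed by the decarboxylase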
KRASV12 cytotoxicity – cytotoxicity in KRAS-transformed pancreatic duct cells, primary screen, cell-based, fluorescence, HTS (AID 431) | cytotoxicity, % at 10 µM, or EC50 in µM where a hit was titrated | HPDE-C7K KRASV12 cells, Alamar Blue viability, 48 h; higher % means a stronger effect | hit rate 1.7% among 63,000;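 active = compounds whose percent cytotoxicity in the single-dose primary screen, scaled between solvent and toxic-drug controls, exceeds 50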;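 also: 0% = DMSO solvent wells and 100% = doxorubicin-treated wells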
Bfl-1 displacement – displacement of Bid BH3 peptide from Bfl-1 – biochemical, fluorescence polarization, FITC-Bid, mouse, primary screen (AID 432) | one-dose displacement, % at 20 µM; IC50 in µM for titrated hits | FITC-Bid BH3 peptide fluorescence polarization displacement; higher % means a stronger effect | hit rate 0.02% among 64,000; in the data active = a potency from the dose series; inactive = the rest, 99 in 100 with displacement below about 15%; also: strong numbers were not always called active
Spn MK inh – S. pneumoniae mevalonate kinase inhibition; purified MK, PK/LDH-coupled NADH absorbance 340 nm; inhibition, % at 10 µM; hit rate 0.48% among 65,000;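 active = ranked among the strongest by inhibition in the single 10 µM screen, a fixed top-ranked set picked for dose follow-up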; also: no value below 0 was filed
HT1080 viability – HT1080 cell viability loss – fluorescence readout (AID 620); HT1080 viability, fluorescence; higher % means a stronger effect; one-dose cytotoxicity, % at 10 µM; EC50 in µM for titrated hits; hit rate 0.42% among 87,000;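 also: cells exposed to compound overnight then 4 h with Alamar Blue; 0% = vehicle DMSO and 100% = killing control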
LYP phosphatase – inhibition of human PTPN22 tyrosine phosphatase – biochemical, DiFMUP fluorescence, recombinant catalytic domain, 10 µM, primary screen (AID 606) | recombinant LYP catalytic domain, DiFMUP fluorescence; higher % means a stronger effect | inhibition, % at 10 µM; hits with a dose series show IC50 in µM | 52,000 tested, under 10 active;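 active = IC50 under 40 µM in the dose-response test; inactive = IC50 of 40 µM or more, or never dose-tested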
PMK inhibit pilot replicates – also measured in PMK inhibit; calls as there; inhibition, %; measured here: pilot screen replicates
Spn MK inh pilot replicates – also measured in Spn MK inh; calls as there; inhibition, %; measured here: pilot screen replicates
DPM-DC inhibit pilot screen % – also measured in DPM-DC inhibit; calls as there; inhibition, %; measured here: pilot screen trials
An asterisk follows results filed as active; i = inactive; x = no result given. Rule as the data show it, unless noted: active = cytotoxicity above about 50%; inactive = the rest.

SMILES	PMK inhibit	TNAP inhibition	HPDE-C7 viability	DPM-DC inhibit	KRASV12 cytotoxicity	Bfl-1 displacement	Spn MK inh	HT1080 viability	LYP phosphatase	others
CC1Cn2c(nnc2-c2cccc(Cl)c2)S1 (stereo not drawn)	17	0%	-5%	i	4%	-2%	16	-2%	18%
CSc1nsc(SCC(=O)N2CCCc3ccccc32)n1	5	12%	-6%	i	-10%	2%	8	5%	2%
COC(=O)c1c(C)noc1-c1cc(C)on1	5	11%	21%	i	14%	1%	1	8%	0%
COc1ccccc1C(=O)N1CCN=C1SC	8	2%	1%	i	10%	-2%	0	-2%	x
CCOc1ccc(CN2C(=O)CCC2(C)C(=O)NCc2cccnc2)cc1 (stereo not drawn)	13	4%	-1%	i	7%	5%	14	-5%	3%
O=C(CN1C(=O)C2C3C=CC(C3)C2C1=O)NCC1COc2ccccc2O1 (stereo not drawn)	16	4%	-9%	i	-21%	-3%	7	2%	22%
Cc1nc2nc(Cc3ccccc3)[nH]n2c(=O)c1Cc1ccccc1	13	6%	-4%	i	-5%	3%	8	-4%	x	PMK inhibit pilot replicates=0.0;Spn MK inh pilot replicates=1.0;DPM-DC inhibit pilot screen %=0.0
COc1ccc(S(=O)(=O)N(C)c2ccc(C(=O)N3CCOCC3)cc2)cc1OC	6	12%	-15%	i	-16%	3%	11	x	12%
COc1ccc(NS(=O)(=O)c2ccc3c(c2)CCC(=O)N3)c(OC)c1	14	4%	5%	i	2%	0%	0	-4%	10%
COc1cc(-c2nc(S(=O)(=O)c3ccc(C)cc3)c(N(C)C)o2)cc(OC)c1OC	11	15%	-2%	i	-4%	3%	0	3%	6%	PMK inhibit pilot replicates=2.0;Spn MK inh pilot replicates=4.5;DPM-DC inhibit pilot screen %=3.5
c1n[nH]c(NCc2ccc3c(c2)OCO3)n1	14	6%	-8%	i	-11%	-7%	4	-4%	8%
COc1ccc(N(CC(=O)O)S(=O)(=O)c2cccnc2)cc1	11	9%	-1%	i	1%	-12%	15	2%	-5%
CN(C)S(=O)(=O)c1ccc(S(=O)(=O)N(CC(=O)Nc2ccccc2)Cc2ccco2)cc1	0	3%	-3%	i	7%	-1%	6	5%	7%
O=S(=O)(c1ccc(Cl)cc1)N1CCC(N2CCCCCC2)CC1	1	8%	16%	i	28%	2%	1	3%	8%
COc1cc(OC)cc(C(=O)Nc2cccc(N3CCCC3)c2)c1	7	9%	6%	i	3%	0%	8	0%	3%
Clc1cccc(-c2cc3nc4c(c(N5CCOCC5)n3n2)CCCC4)c1	0	9%	-8%	i	2%	-13%	8	-1%	-3%
O=C(NCc1ccco1)c1cc2n(n1)C(C(F)(F)F)CC(c1ccc(Br)cc1)N2 (stereo not drawn)	11	16%	x	i	x	4%	5	-1%	-7%
COc1cc(C(=O)NCCC(=O)NCc2ccc3c(c2)OCO3)cc(OC)c1OC	19	7%	-15%	i	-19%	1%	0	-9%	17%
COc1cccc2c(=O)n(CC(=O)N3CCCc4ccccc43)ccc12	0	2%	-7%	i	4%	2%	20	3%	13%
COc1ccc(CCN2CNc3c(c(=O)n(C)c(=O)n3C)C2)cc1	9	8%	0%	i	15%	-3%	6	-1%	0%
COc1cc(C(=O)OCC(=O)Nc2cc(C)on2)ccc1OCc1ccccc1Cl	15	4%	8%	i	1%	-2%	0	-7%	8%
O=C(O)CCCCCNC(=O)CCn1cnc2ccccc2c1=O	2	3%	-8%	i	-8%	-5%	2	-14%	x
O=C1CCc2cc(S(=O)(=O)N3CCCC3C(=O)N3CCN(c4ccccc4)CC3)ccc2N1 (stereo not drawn)	1	-1%	-1%	i	-8%	-1%	0	-4%	3%
CC(=O)N1CCN(CCN(CC2C(C)C=C(C)CC2C)C(C)=O)CC1 (stereo not drawn)	12	11%	-13%	i	-18%	-6%	10	-3%	-14%
O=C(c1ccco1)c1nnn(Cc2ccccc2)c1-c1ccccc1	4	7%	-8%	i	-3%	-2%	1	-6%	4%	PMK inhibit pilot replicates=0.0;Spn MK inh pilot replicates=0.0;DPM-DC inhibit pilot screen %=0.0

Next section.
SMILES	PMK inhibit	TNAP inhibition	HPDE-C7 viability	DPM-DC inhibit	KRASV12 cytotoxicity	Bfl-1 displacement	Spn MK inh	HT1080 viability	LYP phosphatase	others
CCCN(CCC)CCCNC(=O)c1cc2c(=O)n(C)c3ccccc3c2n1C	11	10%	-2%	i	4%	-2%	6	18%	x
C=CCn1c(SCC#N)nc2c(c1=O)C(C)(C)Cc1ccccc1-2	9	22%	7%	i	21%	-9%	36	4%	10%	PMK inhibit pilot replicates=5.0;Spn MK inh pilot replicates=0.0;DPM-DC inhibit pilot screen %=1.0
Cc1ccc2cc(CCNC(=O)C(C)C)c(=O)[nH]c2c1C	1	11%	-5%	i	-10%	-8%	1	5%	x	PMK inhibit pilot replicates=4.5;Spn MK inh pilot replicates=1.5;DPM-DC inhibit pilot screen %=8.0
COC(=O)c1ccc(-c2sc3nc(N4CCOCC4)c4c(c3c2N)CC(C)(C)OC4)o1	0	7%	4%	i	15%	-25%	0	x	1%
COCCCN1C(=O)c2ccc(C(=O)NCc3ccco3)cc2C1=O	12	4%	x	i	x	5%	4	0%	x
CC1(O)N(Cc2ccccc2)C(=O)OC12CCCCC2 (stereo not drawn)	4	8%	0%	i	8%	-4%	5	1%	-4%
CCCCn1c(CN(C)Cc2ccccc2)nc2c1c(=O)n(C)c(=O)n2C	12	12%	-6%	i	15%	4%	12	-2%	22%	PMK inhibit pilot replicates=0.0;Spn MK inh pilot replicates=8.0;DPM-DC inhibit pilot screen %=2.0
OCC1OC(n2nnc3ccccc32)C(O)C(O)C1O (stereo not drawn)	7	1%	-10%	i	2%	-13%	12	-16%	9%
CC1(C)Cc2c(c(-c3ccco3)[nH]c(=O)c2C#N)CO1	1	-3%	-1%	i	-18%	16%	0	0%	11%
CC1(c2ccc(Cl)cc2)NC(=O)N(CC(=O)N2CCCC2)C1=O (stereo not drawn)	8	12%	-17%	i	-19%	-5%	7	1%	21%
CCOC(=O)c1cccc(NC(=O)Cn2c(CC(=O)N3CCCC3)nc3ccccc32)c1	11	6%	-5%	i	-8%	-2%	1	31%	-2%
CCN(CC)CCNC(=O)Cn1nc(-c2ccc(C)cc2)ccc1=O	16	2%	7%	i	8%	-12%	0	5%	2%
O=C1CC(Cc2ccc(Cl)cc2)C(=O)N1c1ccccn1 (stereo not drawn)	0	9%	-14%	i	-10%	-5%	5	10%	12%
COc1ccccc1-n1cnc2cc(NS(=O)(=O)c3ccccc3)ccc21	11	22%	10%	i	12%	2%	7	-3%	9%	PMK inhibit pilot replicates=0.0;Spn MK inh pilot replicates=0.0;DPM-DC inhibit pilot screen %=0.0
CCOc1ccc(CCNc2cc(C)nc3ncnn23)cc1OCC	7	4%	7%	i	10%	-9%	5	-6%	3%
CCCCn1c(SCC(=O)N2CCC(C)CC2)nc2cc(S(N)(=O)=O)ccc21	5	16%	3%	i	4%	-4%	6	28%	17%
O=C(OCCN1CCCC1)C1(c2ccccc2)CCCC1	0	7%	2%	i	7%	-10%	8	-12%	4%
Cc1ccc(N2CCCCn3c2nc2c3c(=O)n(CC(=O)O)c(=O)n2C)cc1	24	6%	-7%	i	-13%	-2%	7	-5%	18%
CCn1nccc1C(=O)Nc1nccs1	10	19%	-9%	i	-5%	-7%	0	5%	-3%	PMK inhibit pilot replicates=2.0;Spn MK inh pilot replicates=2.5;DPM-DC inhibit pilot screen %=0.0
O=c1cc(CN2CCN(C/C=C/c3ccccc3)CC2)c2cc(O)ccc2o1	14	10%	3%	i	21%	0%	9	-2%	3%
CCOC(=O)c1c(C)[nH]c(C(=O)COC(=O)C2CC(=O)N(Cc3ccccc3)C2)c1C (stereo not drawn)	7	5%	4%	i	-3%	-1%	3	0%	5%
COC(=O)c1cc(S(=O)(=O)NC2CCN(Cc3ccccc3)CC2)cn1C	14	7%	2%	i	1%	-4%	0	31%	-6%
CCOc1ccc(Cc2nnc(N)s2)cc1OCC	6	2%	-13%	i	-14%	-5%	9	-10%	6%
COc1ccc(-n2cnnc2SCc2ncc(-c3ccccc3)o2)cc1	19	11%	5%	i	4%	-6%	5	9%	2%
CCCS(=O)(=O)N1CCC(C(=O)NCCCN(CC)c2cccc(C)c2)CC1	6	3%	-18%	i	-25%	0%	0	12%	-7%

Later entries:
SMILES	PMK inhibit	TNAP inhibition	HPDE-C7 viability	DPM-DC inhibit	KRASV12 cytotoxicity	Bfl-1 displacement	Spn MK inh	HT1080 viability	LYP phosphatase	others
Cn1c(C(=O)NCc2cccs2)cc2c(=O)n(C)c3ccccc3c21	6	6%	28%	i	12%	-4%	6	7%	2%
CCOC(=O)c1ccc(N=c2sc(C(=O)OC)cc(=O)n2Cc2ccco2)cc1	2	13%	116%*	i	119%*	0%	6	2%	-6%	PMK inhibit pilot replicates=0.5;Spn MK inh pilot replicates=3.0;DPM-DC inhibit pilot screen %=0.5
Cc1cc(NC(=O)c2cc(S(=O)(=O)N3CCCCC3)ccc2C)n(-c2ccccn2)n1	0	2%	1%	i	1%	-2%	0	18%	x
Cc1nc2sc3c(c2c2nc(-c4ccco4)nn12)CCCC3	7	0%	12%	i	20%	4%	8	7%	1%
Cc1ccc(CNC(=O)Cn2ccc3ccccc3c2=O)o1	8	10%	-4%	i	11%	2%	0	4%	1%
CCOC(=O)C(C(C)=O)c1c(Br)c(O)c(O)c2c(C(=O)c3ccc(C)cc3)coc12 (stereo not drawn)	1	14%	3.4µM*	i	3.8µM*	-3%	0	23%	8%
NC(=O)c1cccc2c(=O)oc3ccccc3c12	0	1%	-3%	i	1%	-2%	3	1%	11%
Nn1c(SCC(=O)Nc2ccc(Oc3ccccc3)cc2)nnc1C1CC1	8	12%	6%	i	6%	4%	0	-12%	9%	PMK inhibit pilot replicates=1.0;Spn MK inh pilot replicates=0.0;DPM-DC inhibit pilot screen %=0.0
CCOc1ncccc1C(=O)OCc1ccc(C(=O)OC)o1	15	8%	-2%	i	-7%	2%	7	5%	7%
Cc1onc(-c2ccccc2)c1C(=O)Nc1nc(-c2ccc(F)c(F)c2)cs1	18	5%	-20%	i	-23%	1%	2	1%	13%
O=C(NCCCN1CCN(c2cccc(Cl)c2)CC1)C1CCC(=O)N1Cc1ccccc1Cl (stereo not drawn)	8	3%	-1%	i	4%	-5%	9	-1%	x
COc1ccccc1-n1c(SCC(=O)N2CCOCC2)nc(O)c(Cc2ccccc2)c1=O	9	13%	-2%	i	-23%	-3%	8	-1%	x
Cc1c(Cl)cccc1NC(=O)CN1C(=O)CSc2ncccc21	7	7%	3%	i	9%	-4%	6	-6%	7%
CCCCn1nnnc1SCC(=O)Nc1ccc2c(c1)OCCO2	17	10%	7%	i	1%	-2%	8	-3%	-2%
O=C(NC1=NCCS1)c1cc(-c2ccccc2)nn1-c1ccccc1	11	-5%	6%	i	4%	-3%	4	2%	-1%
O=C(Nc1ccccc1O)c1cc(S(=O)(=O)N2CCOCC2)ccc1Cl	4	-6%	-5%	i	-17%	4%	6	27%	x
Cc1ccc(S(=O)(=O)NCC(C)NS(=O)(=O)c2ccc(C)cc2)cc1 (stereo not drawn)	10	10%	-44%	i	-18%	7%	10	3%	-7%

Not a hit list (roughly 3.4% active in at least one column).
